# High-throughput results deposited in PubChem by several laboratories.
# T cell HTS: T cell immune modulators affecting CD8 T cell-vesicle binding | calls only at 7 µM | 330,000 compounds, 0.068% hits | 2C CD8+ T cell-vesicle binding, flow cytometry; stronger effect = lower value;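 active = response, share of CD8 T cells binding vesicles, and their 90th percentile fluorescence all below set limits, cut at about 80% in these data, passing the limit was not always enough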
#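 Assay system: 2C TCR transgenic mouse naive CD8+ T cells, MACS-purified | Read-out: CD8+ gate FL2 mean fluorescence as % of same-row positive control | Signal: High-throughput flow cytometry with anti-B7-1 and anti-CD8 staining | Timing: Binding step 1.5 h, 37 °C, antibody labelling 20 min, ice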
# KOR beta-arrestin-1: KOR agonists, beta-arrestin recruitment, primary screen, cell-based, luminescence, uHTS (AID 1777) | KOR beta-arrestin recruitment, luminescence; higher % means a stronger effect | activation, % at 10 µM; hits with a dose series show EC50 in µM | 280,000 compounds, 0.02% hits; in the data active = activation above about 50%, passing the limit was not always enough; note: a part of the inactive calls stands beside numbers as strong as those of hits
# West Nile antiviral: West Nile virus antiviral activity, cell-based, CPE readout (AID 1621) | 290,000 compounds, 0.02% hits | one-dose CPE inhibition, % at 10 µM; IC50 in µM for titrated hits | West Nile virus-infected cells, CPE inhibition; higher % means a stronger effect; in the data active = a potency from the dose series; inconclusive = CPE inhibition mostly from about 3.7% at the one dose, without a potency; inactive = the rest, 99 in 100 with CPE inhibition below about 2.2%; note: strong numbers were not always called active
# GPR35 arrestin U2OS: GPR35 antagonists blocking zaprinast-driven arrestin recruitment, primary screen, imaging, U2OS, beta-arrestin-GFP, zaprinast agonist (AID 2058); U2OS GPR35 beta-arrestin-GFP translocation imaging, zaprinast antagonism; higher % means a stronger effect; inhibition, % at 10 µM, or IC50 in µM where a hit was titrated; 290,000 compounds, 0.052% hits;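 active = inhibition of at least 50% with at least 30 cells and total cytoplasm GFP at most 10,000,000; inconclusive = under 30 cells or total GFP of 10,000,000 plus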
# GPR55 beta-arrestin: selective activators of receptor GPR55 – imaging, U2OS cells, beta-arrestin-GFP redistribution, primary screen (AID 1961) | U2OS GPR55 beta-arrestin-GFP redistribution imaging; higher % means a stronger effect | activation, % at 10 µM, or EC50 in µM where a hit was titrated | 290,000 compounds, 0.048% hits;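 active = activation above 40% with more than 50 cells counted in the well; inconclusive = wells holding fewer than 50 cells, flagged as toxic or sparse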;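 note: U2OS osteosarcoma cells stably expressing GPR55 and beta-arrestin-GFP; plate controls were DMSO negative control for no effect and LPI positive control for full effect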
# Salmonella PhoP GFP: PhoP-dependent GFP reporter repression – Salmonella Typhimurium, primary screen (AID 1863). S. Typhimurium PhoP-regulated promoter GFP reporter, 4 h; higher % means a stronger effect. inhibition, % at 50 µM; hits with a dose series show IC50 in µM. 300,000 compounds, 0.16% hits;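 active = inhibition over 29.93%, a cutoff 3 SD above the screen mean, later confirmed by dose response; inconclusive = inhibition over 29.93% but no dose response follow-up; inactive = inhibition at most 29.93% or unconfirmed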;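 note: 0% = low Mg2+ inducing control and 100% = high Mg2+ repressing control; strong numbers were not always called active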
# GPR55 antagonists: inhibition of LPI-stimulated GPR55 beta-arrestin translocation – imaging, U2OS, beta-arrestin-GFP, LPI agonist, primary screen (AID 2013). inhibition, % at 10 µM, or IC50 in µM where a hit was titrated. 290,000 compounds, 0.13% hits. U2OS GPR55 beta-arrestin-GFP translocation imaging, LPI antagonism; higher % means a stronger effect;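 active = spots per cell inhibited over 60%, with over 100 cells counted and total cytoplasm intensity under 500,000; inconclusive = wells with under 100 cells, flagged as likely toxic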;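 note: U2OS cells stably carrying GPR55 and arrestin-GFP stimulated by 5 µM LPI near EC80; imaged beta-arrestin-GFP aggregate spots per cell after agonist stimulation; plate controls were LPI-stimulated DMSO wells for no effect and DMSO wells without LPI for full effect; some results filed as inactive read as strong as hits; confirmed hits need IC50 under 10 µM and bright autofluorescent wells are also inconclusive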
# NTR1 agonist: agonists of NTR1, primary screen, imaging, U2OS cells, beta-arrestin-GFP, high content (AID 493036) | activation, % at 20 µM | NTR1-U2OS beta-arrestin-GFP spot imaging, agonist mode | 330,000 compounds, 0.17% hits;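 active = activation at or above 40% of the spot to cytoplasm intensity ratio, with at least 20 cells analyzed; inconclusive = wells under 20 cells, flagged as cytotoxic or low count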;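 note: 0% = DMSO without peptide and 100% = 100 nM NTR1 peptide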
# Target sequence (P30989 whole entry, looked up): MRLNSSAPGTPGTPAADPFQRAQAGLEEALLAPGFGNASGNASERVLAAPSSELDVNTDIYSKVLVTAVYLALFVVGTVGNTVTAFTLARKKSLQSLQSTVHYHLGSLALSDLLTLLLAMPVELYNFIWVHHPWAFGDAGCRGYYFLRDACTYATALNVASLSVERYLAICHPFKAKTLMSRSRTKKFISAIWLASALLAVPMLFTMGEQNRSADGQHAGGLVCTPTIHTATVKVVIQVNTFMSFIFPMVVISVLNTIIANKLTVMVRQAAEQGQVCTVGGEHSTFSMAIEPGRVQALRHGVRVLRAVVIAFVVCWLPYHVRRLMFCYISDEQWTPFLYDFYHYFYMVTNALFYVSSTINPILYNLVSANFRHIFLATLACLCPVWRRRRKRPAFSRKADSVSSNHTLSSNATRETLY
# KOR beta-arrestin-2: kappa opioid receptor blockers – cell-based, luminescence, uHTS (AID 1778); inhibition, % at 10 µM, or IC50 in µM where a hit was titrated; KOR beta-arrestin recruitment, luminescence, antagonist mode; higher % means a stronger effect; 290,000 compounds, 0.091% hits; in the data active = inhibition above about 50%; note: strong numbers were not always called active
# T cell HTS vesicle-bound %: second read-out of T cell HTS, no call of its own (marks repeat the call); double positive events, %; measured here: CD8+ vesicle-bound cell fraction;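 binding gate set so that unloaded-vesicle control wells show 10% double positive cells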
# NTR1 agonist cell count 20 µM: also measured in NTR1 agonist; calls as there; cell count; measured here: cell count, cytotoxicity flag
# An asterisk follows results filed as active; i = inactive; u = inconclusive; x = no result given; [ ] = remark or other dose.
SMILES,T cell HTS,T cell HTS vesicle-bound %,KOR beta-arrestin-1,West Nile antiviral,GPR35 arrestin U2OS,GPR55 beta-arrestin,Salmonella PhoP GFP,GPR55 antagonists,NTR1 agonist,NTR1 agonist cell count 20 µM,KOR beta-arrestin-2
O=C(Nc1ccc(F)cc1)N1CCC(c2nc3c(nnn3Cc3ccccc3Cl)c(=O)[nH]2)CC1,i,47,-1.1%,1.1%,7%,1.0%,1%,32%,0.4,47,0%
CCc1ccc(NC(=O)C(C)Oc2nnc(-c3cccs3)c(-c3cccs3)n2)cc1 (stereo unspecified),i,53,-1.1%,0.1%,-6%,0.3%,29%,10%,-0.1,63,2%
Cc1ccnc(N=Cc2c(O)ccc3oc4c(c23)CCCC4)c1,i,35,5.4%,-1.3%,-40%,-0.2%,4%,-8%,x,x,-19%
CCCCOc1cccc(C(=O)Nc2ccc(S(=O)(=O)Nc3nnc(CC)s3)cc2)c1,i,60,-1.2%,-0.6%,-12%,0.4%,-5%,17%,0.3,73,3%
O=C(NCCC1=CCCCC1)c1ccc(F)cc1,i,48,7.1%,-0.5%,-9%,-0.8%,8%,4%,-0.5,76,-49%
O=C1C2CC=CCC2C(=O)N1Cc1ccccc1 (stereo unspecified),i,9,3.7%,1.6%,-4%,1.5%,-4%,-6%,-0.5,51,-6%
Clc1ccc2c(c1)C=Nc1c(NCc3ccccc3)ncnc1O2,i,50,4.1%,x,-2%,-0.1%,-6%,14%,-1.9,70,-14%
CC(=O)Nc1ccc(C(=O)NC(CC(=O)O)c2ccc(Cl)cc2)cc1 (stereo unspecified),i,4,x,-0.2%,0%,-0.2%,-9%,-4%,1.4,76,-10%
CCS(=O)(=O)c1nc(S(=O)(=O)c2ccc(Cl)cc2)c(N2CCC(C(N)=O)CC2)s1,i,28,1.9%,0.2%,4%,0.8%,7%,0%,-0.1,68,12%
S=C1NCCOCCOCCOCCNC(=S)NCCOCCOCCOCCN1,i,40,-4.4%,0.3%,-11%,-0.4%,6%,-4%,2.3,73,-13%
Nc1c(NCCN2CCOCC2)c2ccccc2oc1=O,i,36,-5.7%,0.1%,8%,0.2%,0%,-3%,-1.6,54,29%
CCSc1nc2sc3c(c2c(=O)n1CC)CC(C)(C)OC3,i,15,-2.7%,0.7%,-3%,0.0%,-1%,26%,3.2,52,-7%
C/C(N)=C(/C#N)C(=O)CSc1nnnn1-c1ccccc1,i,12,1.9%,0.2%,23%,-0.3%,20%,16%,1.2,82,8%
COc1cnc(-c2ccccn2)nc1NC(C)C,i,41,-1.3%,u,1%,-0.6%,5%,6%,0.9,43,11%
Cc1ccc(S(=O)(=O)C2(C(=O)NC3CCCC3)CC2)cc1,i,44,-6.6%,-0.1%,2%,-0.1%,-11%,4%,2.7,55,-50%
O=C(COc1ccccc1-c1ccccc1)N/N=C/c1ccncc1,i,20,-0.3%,-0.8%,-1%,0.6%,-8%,-13%,1.9,34,1%
Cc1ccc(/C=C/C(O)=C2/C(=O)N(C)C3(C)CC2c2ccccc2O3)cc1 (stereo unspecified),i,19,-0.1%,11%,20%,0.3%,3%,30%,10,88,-20%
Cc1cc(=O)oc2cc(OCC(O)CN3CCN(c4ccc(F)cc4)CC3)ccc12 (stereo unspecified),i,14,-5.5%,-1.1%,-12%,-0.2%,5%,1%,2.2,56,8%
Cc1sc2cc3c(c(C(=O)c4ccccc4)[n+]2c1C)-c1cccc2cccc-3c12,i,30,10%,-1.9%,-2%,4.4%,-3%,-6%,x,x,-24%
Cc1cc(C)n2nc(SCn3nnc4ccccc4c3=O)nc2n1,i,32,-2.6%,0.5%,6%,-0.3%,-2%,3%,-0.2,45,9%
Cn1c(SCC(=O)N2c3ccccc3Sc3ccc(Cl)cc32)nnc1-c1ccco1,i,22,-0.7%,1.4%,6%,0.1%,24%,4%,0.2,48,-17%
O=C(O)c1cccc2c1-c1ccccc1/C2=N\Nc1ccccc1,i,63,-6.9%,2.2%,1%,0.5%,8%,-11%,2.8,70,-23%
CC(C)(C)n1ncc2c(=O)n(CC(=O)Nc3ccc4c(c3)OCCO4)cnc21,i,31,3.8%,0.5%,-8%,0.0%,-12%,8%,-1.2,31,2%
O=C(Nc1ccccc1O)c1cc2cc(Br)ccc2oc1=O,i,55,0.1%,-0.5%,6%,0.0%,5%,0%,0.0,95,-6%
CSc1ccccc1NC(=O)Nc1ccccc1Cl,i,4,2.6%,-0.6%,6%,0.2%,-10%,5%,0.1,75,10%
COc1cccc(NC(=O)CS(=O)(=O)c2cn(CC(=O)N3CCOCC3)c3ccccc23)c1,i,40,-7.2%,0.1%,-11%,1.3%,4%,10%,-0.7,65,1%
COc1ccc(N/N=C(/C(C)=O)N2CCCc3ccccc32)cc1,i,28,4.1%,-0.5%,3%,-0.6%,-3%,-3%,1.3,33,2%
Cn1c(=O)c(C(=O)CN2CCc3ccccc32)c(N)n(Cc2ccccc2)c1=O,i,19,-2.1%,-0.4%,4%,0.3%,10%,4%,1.2,71,-13%
Cc1oc2cc3oc(=O)c(CC(=O)NCCCC(=O)O)c(C)c3cc2c1C,i,44,-3.8%,0.4%,-2%,-0.1%,x,-10%,-0.4,90,-1%
COc1ccc(OC)c(CNC(=O)C2CCCN(c3ncnc4c3nc3n4CCCCC3)C2)c1 (stereo unspecified),i,12,-7.3%,0.6%,-23%,-0.1%,-2%,21%,-0.6,47,-15%
CCCc1cc(=O)oc2cc(C)cc(OCC(=O)N3CCC(C(=O)O)CC3)c12,i,31,1.7%,0.4%,-4%,0.5%,8%,1%,-1.6,81,-1%[20 µM]
CNC(=S)Nc1ccc(OC)c(OC)c1,i,56,-2.4%,0.3%,-5%,0.1%,-2%,6%,-0.7,48,3%
CCOC(=O)c1sc2nc(C)c3c(c2c1N)CC(C)(C)OC3,i,39,-8.6%,-0.1%,-5%,1.6%,-1%,7%,0.5,54,14%
O=C(CCCCCN1C(=O)CCC1=O)Nc1ccc2c(c1)OCCO2,i,47,-1.6%,0.6%,4%,0.1%,-5%,0%,-0.1,46,29%
FC(F)(F)c1ccc(N2CCN(c3ncnc4c3nnn4Cc3ccccc3)CC2)nc1,i,9,14%,1.2%,1%,-0.2%,9%,1%,1.0,51,-28%
O=C(COc1ccc2ccccc2c1)Nc1nc2ccccc2[nH]1,i,17,-10%,0.1%,5%,-0.1%,2%,5%,-0.8,47,0%
CCOc1ccc(NC(=O)CN2C(=O)CSc3ccc(S(=O)(=O)N4CCCC4)cc32)cc1,i,42,-1.4%,-0.2%,18%,0.2%,8%,10%,0.3,84,-6%
COc1ccc(NC(=O)CCCn2nc(C)c3c(C)n(-c4ccccc4)nc3c2=O)cc1,i,52,3.5%,-0.6%,-6%,-0.1%,-7%,13%,0.2,51,-35%
COc1cc2cc(C(=O)N3CCc4ccccc4C3)[nH]c2cc1OC,i,60,4.9%,-0.4%,9%,-0.1%,0%,-1%,2.0,68,-10%
Cc1nn(C)c(Cl)c1CN1CCC(n2nccc2NC(=O)C2CCCC2)CC1,i,63,1.5%,0.0%,-11%,0.3%,3%,2%,-0.7,42,6%
O=c1[nH]c2ccccc2nc1-c1cccs1,i,2,-4.2%,0.2%,5%,-0.1%,5%,9%,0.1,68,-3%
COc1ccc(Cl)cc1Nc1nc(C)nc2c1nnn2Cc1ccccc1,i,62,-4.1%,-0.4%,-12%,0.0%,-3%,3%,7.7,75,2%[20 µM]
Cc1ccccc1NC(=S)N(CCCN1CCOCC1)Cc1cccs1,i,54,5.9%,-0.8%,-2%,0.6%,26%,55%,0.9,55,2%
COc1ccc(C(=O)NCC(=O)OCc2ccc(Br)cc2)cc1,i,49,4.0%,0.5%,6%,-0.3%,-1%,7%,-1.0,81,16%
CCN(CC)S(=O)(=O)c1ccc(OC(C)C)nc1,i,27,0.5%,-0.3%,-6%,-0.1%,-15%,-5%,-1.8,51,19%
Cc1ccc(S(=O)(=O)NCCCCCC(=O)Nc2cccc(C)c2)cc1,i,32,0.0%,-0.5%,2%,0.0%,-9%,18%,0.3,56,-47%
CCOC(=O)c1c(C)noc1CP(=O)(c1ccccc1)c1ccccc1,i,12,1.1%,-0.1%,-12%,-0.3%,-10%,0%,0.7,59,-1%
OC(c1nnc(-c2ccccc2)o1)c1cccs1 (stereo unspecified),i,52,-4.6%,-0.3%,-2%,-0.3%,4%,1%,3.3,27,30%

# Entries of single compounds as entered above. Values in the order: T cell HTS | T cell HTS vesicle-bound % | KOR beta-arrestin-1 | West Nile antiviral | GPR35 arrestin U2OS | GPR55 beta-arrestin | Salmonella PhoP GFP | GPR55 antagonists | NTR1 agonist | NTR1 agonist cell count 20 µM | KOR beta-arrestin-2
# CCOc1ccc(NC(=O)CN2C(=O)CSc3ccc(S(=O)(=O)N4CCCC4)cc32)cc1 is listed with i | 42 | -1.4% | -0.2% | 18% | 0.2% | 8% | 10% | 0.3 | 84 | -6%
# CNC(=S)Nc1ccc(OC)c(OC)c1 is listed with i | 56 | -2.4% | 0.3% | -5% | 0.1% | -2% | 6% | -0.7 | 48 | 3%
# CCCc1cc(=O)oc2cc(C)cc(OCC(=O)N3CCC(C(=O)O)CC3)c12 is listed with i | 31 | 1.7% | 0.4% | -4% | 0.5% | 8% | 1% | -1.6 | 81 | -1%[20 µM]
